Compound activity: PubChem, National Center for Advancing Translational Sciences (NCATS)
PI5P4K alpha inh – qHTS for Inhibitors of phosphatidylinositol 5-phosphate 4-kinase (PI5P4K). PI5P4Kalpha enzyme, ADP-Glo luminescence, 60 min; active compounds read low. max response, %. hit rate 1.2% among 330,000. AID 652105, 2013; active means max response of -50% or lower; inconclusive means between -30% and -50%; inactive means -30% or higher; further: value at the top dose of about 77 µM; on the % scale 0 is the no-effect control and ±100 the full control effect
Target sequence (P48426 whole entry, looked up): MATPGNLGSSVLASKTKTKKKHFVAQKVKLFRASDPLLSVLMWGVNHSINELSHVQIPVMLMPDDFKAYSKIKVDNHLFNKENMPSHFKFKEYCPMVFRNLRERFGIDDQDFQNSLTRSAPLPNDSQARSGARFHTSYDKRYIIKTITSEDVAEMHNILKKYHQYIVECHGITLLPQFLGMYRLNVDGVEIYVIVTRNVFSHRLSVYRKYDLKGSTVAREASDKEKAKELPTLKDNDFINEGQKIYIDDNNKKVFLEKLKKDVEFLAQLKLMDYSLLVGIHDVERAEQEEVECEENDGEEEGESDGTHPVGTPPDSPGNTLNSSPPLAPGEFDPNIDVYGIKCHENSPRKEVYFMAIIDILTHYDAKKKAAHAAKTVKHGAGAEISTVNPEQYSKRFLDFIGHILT
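ADP-Glo luminescence end-point after a 60 min room-temperature kinase reaction. PI5P4Kalpha and substrate in HEPES pH 7.4 buffer with EGTA, 0.1% CHAPS and 5% DMSO; ATP at 5 microM final.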
PTHR1 ag – qHTS for PTHR1 Agonists: Primary Screen; Parathyroid hormone/parathyroid hormone-related peptide receptor (Homo sapiens), Q03431; HEK293 GP2 PTHR1 cells, GloSensor cAMP luminescence, 1 h; Potency, µM (highest dose often 115 µM), for the others: at the top dose activation, usual class: activators; hit rate 0.075% among 410,000; further: potency means the concentration at half of the fitted maximal effect; nearly all actives have a fitted effect of over 55% in size; some results filed as inactive show a strong effect at the top dose; inactives centre near -15; many of its hits are not listed in these tables
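HEK-293-derived GP2 cells expressing PTHR1 and a GloSensor cAMP reporter, 3,000/well, plated overnight, given luciferin plus IBMX (each 0.5 mM as added) for 1 h at 37 °C, then compound for 1 h at 37 °C. Luminescence was read after 15 min at room temperature.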
GLP-1R agonist – qHTS of GLP-1 Receptor Agonists; Glucagon-like peptide 1 receptor (Homo sapiens), P43220; HEK293 GLP-1R CRE-luciferase, luminescence, 4-6 h; cells express a hypersensitive GLP-1R form; Potency, µM (top dose mostly 45.6 µM), for the others: at the top dose activation, hits mostly activators; hit rate 0.007% among 380,000; further: potency means the concentration at half of the fitted maximal effect; % of control where 0% means no effect
EPAC1 antagonist – qHTS for Antagonist of cAMP-regulated guanine nucleotide exchange factor 3 (EPAC1): primary screen; hit rate 0.14% among 360,000; Potency, µM (doses to about 115 µM), for the others: top-dose activity change, negative = inhibition, usual class: inhibitors; Rap guanine nucleotide exchange factor 3 (Homo sapiens), O95398; EPAC1 GEF assay, Rap1b-BODIPY-GDP exchange fluorescence; AID 720709, 2013;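 further: potency means the concentration at half of the fitted maximal effect; plate controls were vehicle for no effect and positive control for full effect; nearly all actives have a fitted effect of over 50% in size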
EPAC1 ag – qHTS for Agonist of cAMP-regulated guanine nucleotide exchange factor 3 (EPAC1): primary screen; Rap guanine nucleotide exchange factor 3 (Homo sapiens), O95398; EPAC1 agonist qHTS, biochemical assay; response scale: 100% = response to 6.5 mM cAMP; AID 720707, 2013; hit rate 0.073% among 360,000; Potency, µM (series often up to 154 µM), inactives show top-dose activation, actives largely listed as activators; further: potency means the concentration at half of the fitted maximal effect; nearly all actives have a fitted effect of over 60% in size
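Read-out is the fluorescence drop as BODIPY-GDP leaves Rap1B (480 nm excitation, 540 nm emission), recorded every 5 minutes over 30 minutes. Reactions held 100 nM EPAC1, 250 nM Rap1B–BODIPY-GDP and 50 uM GDP, with 6.5 mM cAMP setting full activation.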
GLP-1R inv ag – qHTS of GLP-1 Receptor Inverse Agonists (Inhibition Mode). Glucagon-like peptide 1 receptor (Homo sapiens), P43220. HEK293 GLP-1R CRE-luciferase, luminescence, 24 h; GLP-1R form is constitutively active. Potency, µM (titrated, usually from 38.3 µM), for inactives: top-dose activity change, negative = inhibition, most hits filed as inhibitors. hit rate 1.6% among 410,000; further: potency means the concentration at half of the fitted maximal effect; on the % scale 0 is the no-effect control and ±100 the full control effect; nearly all actives have a fitted effect of over 55% in size
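Constitutively active GLP-1R drives a cAMP-responsive luciferase in stably transfected HEK293 cells; test compounds are added after overnight (12 h) attachment and left 24 hr, and signal loss in luminescence marks inhibition.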
IL-2 act – qHTS of IL-2 Activators; hit rate 0.065% among 360,000; activation, % (series mostly up to about 46 µM); IL-2 activation reporter assay, cell-based qHTS; stimulated with anti-CD3/CD4/CD28 beads; in transgenic mouse T cells; in the data active means activation above about 50%; inconclusive means mostly about 30% to 49%; further: 0% is about no effect
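Readout: EGFP and DsRed signals by fluorescent plate cytometry. Unstimulated transgenic mouse T cells received compound 60 min before antibody-bead stimulation, then incubated 18 h at 37 degrees C.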
PLK1 PBD inh – qHTS for Inhibitors of PLK1-PDB (polo-like kinase 1 - polo-box domain): Primary Screen; Serine/threonine-protein kinase PLK1 (Homo sapiens), P53350; Plk1 PBD binding of FITC phosphopeptide, fluorescence polarization; Potency, µM, for the others: max response, negative = inhibition, hits mostly inhibitors; hit rate 2.8% among 360,000; AID 720504, 2013; further: potency means the concentration at half of the fitted maximal effect; series mostly up to about 57 µM; on the % scale 0 is the no-effect control and ±100 the full control effect; nearly all actives have a fitted effect of over 65% in size
Target sequence (P53350 whole entry, looked up, the tested form may be a part): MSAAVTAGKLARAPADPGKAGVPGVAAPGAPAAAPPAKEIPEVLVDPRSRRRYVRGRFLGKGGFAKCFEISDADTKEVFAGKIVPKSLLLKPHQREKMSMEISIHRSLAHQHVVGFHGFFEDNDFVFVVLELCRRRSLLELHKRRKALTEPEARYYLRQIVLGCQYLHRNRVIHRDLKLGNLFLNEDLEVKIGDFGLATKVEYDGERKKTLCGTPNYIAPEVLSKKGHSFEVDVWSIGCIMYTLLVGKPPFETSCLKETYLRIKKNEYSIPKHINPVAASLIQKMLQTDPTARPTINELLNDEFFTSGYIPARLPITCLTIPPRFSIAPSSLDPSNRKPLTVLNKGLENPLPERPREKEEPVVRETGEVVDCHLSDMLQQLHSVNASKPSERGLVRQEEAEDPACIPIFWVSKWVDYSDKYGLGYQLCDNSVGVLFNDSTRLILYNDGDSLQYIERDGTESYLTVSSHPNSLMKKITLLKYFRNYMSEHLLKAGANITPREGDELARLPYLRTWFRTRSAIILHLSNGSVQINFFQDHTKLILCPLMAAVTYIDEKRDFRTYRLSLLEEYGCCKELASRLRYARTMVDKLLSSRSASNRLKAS
HEK293 tox – qHTS of GLP-1 Receptor Inverse Agonists: Cytotox Screen; Potency, µM (top dose mostly 38.3 µM), inactives show at the top dose activity change, negative = inhibition, most hits filed as inhibitors; hit rate 0.13% among 410,000; HEK293 cAMP-luciferase reporter cells, luminescence, 24 h; AID 624418, 2012;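 further: loss of luciferase light is scored as toxicity; potency means the concentration at half of the fitted maximal effect; on the % scale 0 is the no-effect control and ±100 the full control effect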
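Here, cytotoxicity is scored as loss of luminescence. The MLSMR collection was tested on cells seeded in medium containing 10% Nu serum, with a 24 hr compound exposure preceded by 12 hours of culture.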
An asterisk follows results filed as active; i = inactive; u = inconclusive; x = not tested or not shown; & = joins results of further samples; [ ] = dose if it differs, or a comment. Unless noted, the call rests on the fitted dose curve; in most records, active means well fitted curve in the direction sought with a large enough effect; inconclusive means small, poorly fitted or top-dose-only effect, or another doubt; inactive means no such curve, though single readings can be large; an effect the other way counts as inactive or inconclusive. A portion of the library, so the mix of outcomes need not match the whole.

SMILES	PI5P4K alpha inh	PTHR1 ag	GLP-1R agonist	EPAC1 antagonist	EPAC1 ag	GLP-1R inv ag	IL-2 act	PLK1 PBD inh	HEK293 tox
Cc1ccc(OCCCC(=O)Nc2ccc(S(=O)(=O)Nc3ccccn3)cc2)cc1	-7	i	-1%	-7%	0%	-22%	-0.2	-7%	-2%
Cc1cc(C)nc(SCC(=O)Nc2cc(C)on2)n1	x	i	-1%	-13%	3%	66%[activator]	-0.3	-3%	0%
COc1ccc(N2CCN(C(=O)Cc3cccs3)CC2)cc1	11	i	0%	-16%	0%	3%	0.4	-5%	-3%
Cc1csc(SCC(=O)NCc2ccccc2Cl)n1	1	-17%	7%	-21%	8%	-10%	-0.5	-8%	-7%
Cc1cc([N+](=O)[O-])nn1CCCC(=O)Nc1cc(Oc2ccccc2)cc([N+](=O)[O-])c1	5	-33%[inhibitor]	2%	-1%	6%	2%	0.1	-1%	-16%
Cc1ccc(C(=O)N/N=C/c2ccc(-c3ccccc3[N+](=O)[O-])o2)cn1	-14	-39%[inhibitor]	0%	1%	-4%	-16%	0.7	-27%	-21%
O=C(CSc1nnc(NC(=O)C2CCC2)s1)NC1CC1	0	6%	0%	5%	0%	4%	3.7	u	2%
NC(=O)CSc1nnc(-c2ccc(S(=O)(=O)N3CCOCC3)cc2)n1CC1CCCO1 (stereo not given)	x	-17%[57.5 µM]	-13%	-13%	0%	2%	-0.8	-8%	5%
COc1ccc(NC(=O)CN(c2cccc(C)c2C)S(=O)(=O)c2ccccc2)cc1OC	x	-6%	1%	x	x	u	x	x	-8%
COc1ccccc1C(=O)N/C(=C\c1ccccc1)C(=O)NC(C)C(=O)O (stereo not given)	7	-9%	5%	-2%	3%	u	0.8	0%	u
CN(C)c1oc(-c2ccccc2)nc1C#N	x	-8%[57.5 µM]	16%	-14%	7%	57%[activator]	-1.7	-9%	12%
CC1(C(=O)Nc2ccc3c(c2)OCCO3)CCN1C(=O)C1(c2ccc(Cl)cc2)CC1 (stereo not given)	-2	-16%	7%	-29%	0%	u	5.9	-8%	-8%
Cc1ccc(NC(=O)CCc2c(C)nn(-c3ccc(N4CCOCC4)nn3)c2C)c(C)c1	3	i	-1%	5%	-3%	0%&1%	-1.6	-4%	-8%&10%
COc1ccccc1CN1CC(C(=O)NCCc2cn[nH]c2)CCC1=O (stereo not given)	-3	i	-4%	4%	11%	6%	-3.2	5%	-3%
CC(C)(C)c1ccc(C(=O)Nc2ccc(OCc3cc(=O)n4ccsc4n3)cc2)cc1	x	-26%	1%	x	x	-3%	x	x	-1%
CCCCN(C)C(=O)c1nc2ccccn2c1CN1CCN(c2ccccn2)CC1	-3	i	6%	13%	7%	2%	-2.7	u	-1%
CCOC(=O)[C@@H]1[C@H]2COc3cc(OC)ccc3[C@@H]2N2C(=O)N(c3ccc(C(F)(F)F)cc3)C(=O)[C@]12C	13	-17%	-2%	-5%	7%	3%	-1.1	6%	-3%
COc1ccc(S(=O)(=O)/N=C2/NC(=O)/C(=C/c3ccco3)S2)cc1	-15	-20%	-2%	-27%	-17%	4%	-0.2	-27%	-14%
O=C(NCc1ccc(Cl)cc1)C1CCCN1C(=O)Nc1ccc(F)cc1 (stereo not given)	-1	u	9%	11%	11%	-13%	-0.2	-15%	3%
Nc1[nH]c(C(=O)c2ccccc2)c(-c2ccncc2)c1C(=O)NC1CC1	2	15%	2%	-17%	-6%	10%	1.1	-11%	-9%
Cc1ccc(-n2nnnc2SCC(=O)c2cc(C)n(-c3cc(C)on3)c2C)cc1	x	-4%[57.5 µM]	0%	6%	7%	-30%	-2.6	2%	-21%
COCCN1C(=O)N[C@@H](c2ccccc2)[C@@H](C(=O)OC)[C@H]1C	0	i	8%	-2%	6%	-5%	1.2	-23%	28%
Cc1ccc(OCCNC(=O)c2cccc(Oc3ccc(C(F)(F)F)cc3[N+](=O)[O-])c2)cc1	0	i	2%	-10%	14%	u	-1.2	5%	-10%
Cc1ccc(-c2csc(NC(=S)NC(=O)c3cccs3)n2)cc1	2	i	1%	-1%	0%	14%	-1.1	-1%	-6%
Nc1cc(N)nc(SCC(=O)NCc2ccc3c(c2)OCO3)n1	-21	i	8%	3%	-1%	6%	0.7	6µM*	1%

Single records (already shown). Order of screens: PI5P4K alpha inh	PTHR1 ag	GLP-1R agonist	EPAC1 antagonist	EPAC1 ag	GLP-1R inv ag	IL-2 act	PLK1 PBD inh	HEK293 tox
Shown for Nc1[nH]c(C(=O)c2ccccc2)c(-c2ccncc2)c1C(=O)NC1CC1 = 2	15%	2%	-17%	-6%	10%	1.1	-11%	-9%
Shown for O=C(CSc1nnc(NC(=O)C2CCC2)s1)NC1CC1 = 0	6%	0%	5%	0%	4%	3.7	u	2%
Shown for COc1ccc(N2CCN(C(=O)Cc3cccs3)CC2)cc1 = 11	i	0%	-16%	0%	3%	0.4	-5%	-3%
Shown for Cc1ccc(OCCCC(=O)Nc2ccc(S(=O)(=O)Nc3ccccn3)cc2)cc1 = -7	i	-1%	-7%	0%	-22%	-0.2	-7%	-2%
Shown for COc1ccc(S(=O)(=O)/N=C2/NC(=O)/C(=C/c3ccco3)S2)cc1 = -15	-20%	-2%	-27%	-17%	4%	-0.2	-27%	-14%

More records follow.
SMILES	PI5P4K alpha inh	PTHR1 ag	GLP-1R agonist	EPAC1 antagonist	EPAC1 ag	GLP-1R inv ag	IL-2 act	PLK1 PBD inh	HEK293 tox
CCCCCCOc1ccc(N2C(=O)CC(SC(=NCC)NCC)C2=O)cc1 (stereo not given)	-5	-21%	-1%	4%	-13%	2%	-0.8	-1%	-4%
c1ccc(N2[C@@H]3c4ccccc4C[C@H]2c2ccccc23)cc1	2	-75%[inhibitor]	x	6%	3%	u	0.7	4%	-2%
COc1ccccc1CCNC(=O)CCCn1nc(C)c2c(C)n(-c3ccc(C)cc3)nc2c1=O	2	i	6%	1%	-3%	-21%	0.2	-3%	4%
CC(=O)c1sc(N/N=C\c2ccc(Br)cc2)nc1C	1	-6%	21%	-9%	6%	18%	17	61%[activator]	3%
CCCn1c(SCC(=O)NCC)nc2sc3c(c2c1=O)CCC3	0	i	17%	-21%	6%	25%	0.9	-9%	-2%
CCOC(=O)c1c(C)[nH]c(C)c1C(=O)COC(=O)c1cc2ccccc2cc1OC	-2	-3%	3%	-13%	8%	-12%	-3.9	-6%	14%
Nc1scn[n+]1Cc1cccc2cccnc12	-6	-4%	-1%	18%	3%	1%	-0.7	4%	4%
COc1cccc([C@@H]2CC=C(C(=O)O)[C@H](c3ccc(Br)cc3)N2S(=O)(=O)c2ccc(C)cc2)c1	-1	-61%[inhibitor]	-1%	1%	-10%	u	-0.6	-5%	-8%
CC1(C(=O)NS(=O)(=O)c2cccc(OC(F)F)c2)CCN1C(=O)c1cccc(F)c1 (stereo not given)	0	i	-5%	0%	6%	16%	1.2	-9%	2%
Cc1ccc(C2=NN(C(=O)CCCC(=O)O)C(c3ccco3)C2)cc1 (stereo not given)	-14	5%	0%	-15%	-3%	19%	0.3	-3%	1%
COc1ccc(CN2CCOCCOCCOCCOCCOCC2)cc1	3	i	0%	0%	15%	3%	-1.9	-7%	-7%
Cc1ccc(NC(=O)Cn2c(=O)n(-c3ccc(C)cc3)c(=O)c3ccc(C(=O)NCc4ccccc4Cl)cc32)cc1	x	-11%	-3%	x	x	15%	x	x	0%
COc1ccc(-c2cc(=O)[nH]c(NCc3ccccc3)n2)cc1	x	-4%	u	-2%	5%	0%	-2.5	-1%	-10%
O=C(COC(=O)/C=C/c1ccc(Cl)cc1Cl)Nc1cc(C(F)(F)F)ccc1N1CCOCC1	1	-20%	0%	4%	-7%	1%	-1.1	4%	1%
COc1ccccc1CC(=O)NC1CCCCCC1	-2	23%	3%	-2%	11%	-3%	0.2	-9%	13%
N#C/C(=C\c1ccc(C(=O)O)cc1)c1ccccn1	u	-9%	0%	12%	3%	30%	-1.4	-7%	-2%
O=C(Nc1c2c(nc3ccccc13)CCCC2)c1ccccc1Cl	-4	-1%	3%	12%	-5%	16%	-3.4	-5%	5%
CCOC(=O)c1c(S(=O)(=O)NCC(=O)N2CCN(c3ccc(F)cc3)CC2)c(C)n(C)c1C	0	-71%[inhibitor]	7%	-39%	2%	6%	-1.9	-16%	0%
O=S(=O)([N-]c1nc2ccccc2nc1-[n+]1ccccc1)c1ccc(F)cc1	7	-37%[inhibitor]	2%	-27%	-3%	5%	-0.2	-23%	2%
O=C(NCCC1CCCCN1S(=O)(=O)c1ccccc1)C(=O)NCCN1CCOCC1 (stereo not given)	2	i	-4%	1%	10%	3%	1.4	-7%	1%

Two of the compounds above, with two lines to a compound.
Second line of a record – PI5P4K alpha inh, PTHR1 ag, GLP-1R agonist, EPAC1 antagonist, EPAC1 ag, GLP-1R inv ag, IL-2 act, PLK1 PBD inh, HEK293 tox
> CCOC(=O)c1c(C)[nH]c(C)c1C(=O)COC(=O)c1cc2ccccc2cc1OC
    -2, -3%, 3%, -13%, 8%, -12%, -3.9, -6%, 14%
> COc1ccccc1CCNC(=O)CCCn1nc(C)c2c(C)n(-c3ccc(C)cc3)nc2c1=O
    2, i, 6%, 1%, -3%, -21%, 0.2, -3%, 4%
